# Screening data from PubChem.
# APEX1 inh: APE1 (human) endonuclease inhibition | P27695 | recombinant APE1, TAMRA/BHQ-2 abasic DNA cleavage fluorescence | Potency, µM (doses to about 65.8 µM), for the others: at the top dose activity change, negative = inhibition, hits mostly inhibitors | 0.35% of 350,000 active | AID 2517;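 also: potency is read from the fitted curve at half-maximal effect; plate controls were vehicle for no effect and reference inhibitor for full effect; nearly all actives have a fitted effect of over 55% in size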
#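 Incision of a quenched TAMRA/BHQ-2 THF abasic-site duplex (50 nM) by 0.75 nM APE1, after 15 min compound preincubation, measured as fluorescence increase over three 60 s reads. Values normalized to buffer, DMSO and NSC13755 control wells.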
# Apoferritin bind: candidate novel general anesthetic via apoferritin binding; P02791; apoferritin/1-aminoanthracene competitive binding, fluorescence; Potency, µM (top dose mostly 77.5 µM), without a hit: at the top dose activity change, negative = displacement, hits mostly inhibitors; 0.074% of 350,000 active; also: potency is read from the fitted curve at half-maximal effect; % is scaled to controls: 0 for no effect and ±100 for the full control effect; nearly all actives have a fitted effect of over 20% in size
# Target sequence (P02791 2-175 limits assumed): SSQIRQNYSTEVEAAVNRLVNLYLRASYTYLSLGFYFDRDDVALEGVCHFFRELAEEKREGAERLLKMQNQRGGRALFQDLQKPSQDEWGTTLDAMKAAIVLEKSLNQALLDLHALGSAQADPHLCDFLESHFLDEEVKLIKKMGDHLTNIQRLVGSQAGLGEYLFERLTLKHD
#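 In PBS, apoferritin at 10 uM is loaded with 1-AMA from a 50% saturated solution. After 10 min of compound exposure at ambient temperature, reduced 535 nm fluorescence indicates probe displacement.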
# POLB inh: inhibitors of human DNA polymerase beta; P06746; Pol beta primer extension/strand displacement, fluorescence kinetic; Potency, µM (series often up to 114 µM), without a hit: top-dose activity change, negative = inhibition, most hits filed as inhibitors; 1.3% of 340,000 active; AID 485314; also: potency is read from the fitted curve at half-maximal effect; % is scaled to controls: 0 for no effect and ±100 for the full control effect
#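 Preincubation: enzyme (10 nM) with compound, 15 min, RT. Reaction: substrate added to 50 nM final. Reads: 0 and 10 min. Analysis: normalized, Hill fit.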
# POLK inh: blocks human DNA polymerase kappa activity. Potency, µM (series often up to 107 µM), inactives show at the top dose activity, negative = inhibition, usual class: inhibitors. AID 588579. purified Pol kappa, fluorescent DNA synthesis assay, 10 min. 0.53% of 400,000 active; also: potency is read from the fitted curve at half-maximal effect; % is scaled to controls: 0 for no effect and ±100 for the full control effect
# Target sequence (Q9UBT6 whole entry, looked up): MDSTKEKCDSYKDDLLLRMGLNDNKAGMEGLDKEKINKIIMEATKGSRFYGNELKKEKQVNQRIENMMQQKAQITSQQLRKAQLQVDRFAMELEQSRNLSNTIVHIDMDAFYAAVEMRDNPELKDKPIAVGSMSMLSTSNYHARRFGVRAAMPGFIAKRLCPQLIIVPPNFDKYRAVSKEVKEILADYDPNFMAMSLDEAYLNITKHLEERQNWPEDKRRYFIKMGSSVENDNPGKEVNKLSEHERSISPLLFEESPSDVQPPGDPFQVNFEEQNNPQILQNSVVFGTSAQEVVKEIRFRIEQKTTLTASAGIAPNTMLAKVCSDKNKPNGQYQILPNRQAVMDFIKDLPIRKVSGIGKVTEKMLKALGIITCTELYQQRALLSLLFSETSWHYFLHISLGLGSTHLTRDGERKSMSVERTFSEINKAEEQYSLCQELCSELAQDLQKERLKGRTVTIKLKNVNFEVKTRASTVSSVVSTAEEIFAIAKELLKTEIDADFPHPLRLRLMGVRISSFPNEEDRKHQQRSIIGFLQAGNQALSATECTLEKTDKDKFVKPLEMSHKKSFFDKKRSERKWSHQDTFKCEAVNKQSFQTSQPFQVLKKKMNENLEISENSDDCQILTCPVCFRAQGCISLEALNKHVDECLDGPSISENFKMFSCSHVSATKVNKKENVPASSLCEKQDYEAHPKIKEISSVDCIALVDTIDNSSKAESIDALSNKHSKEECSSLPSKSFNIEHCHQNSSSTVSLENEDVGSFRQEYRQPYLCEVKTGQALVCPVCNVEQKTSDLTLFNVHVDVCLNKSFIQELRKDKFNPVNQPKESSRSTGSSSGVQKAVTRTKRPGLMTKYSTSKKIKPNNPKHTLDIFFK
#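 50 nM final substrate added after 15 min RT preincubation of 10 nM Pol kappa with compound; fluorescence read at 0 and 10 min.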
# LDHA inh: LDHA (human) enzyme inhibition | activity change, % (values are at about 110 or 230 µM) | purified LDHA, NADH/diaphorase-resazurin fluorescence; active compounds read low | AID 1347041 | 0.15% of 480,000 active | P00338; in the data active = activity change below about -30%; inconclusive = mostly about -25% to -30%;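 also: plate controls were DMSO wells for no effect and wells without enzyme for full effect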
#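 LDH5 2 nM; NADH 0.06 mM, pyruvate 0.2 mM; 200 mM Tris pH 7.4, EDTA, Tween-20; 5 min RT. Detection: diaphorase 0.133 mg/mL + resazurin 37 µM, fluorescence ex540/em590 at 0 and 20 min; normalized to enzyme-free and DMSO wells.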
# ALOX12 inh: blocks human arachidonate 12S-lipoxygenase. 1.1% of 580,000 active. purified 12hLO, xylenol orange hydroperoxide absorbance. P18054. Potency, µM (series often up to 108 µM), inactives show at the top dose activity change, negative = inhibition, usual class: inhibitors; also: potency is read from the fitted curve at half-maximal effect; % is scaled to controls: 0 for no effect and ±100 for the full control effect
#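 Purified human 12hLO at 150 nM in 25 mM Hepes, 0.01% Triton X-100, pH 7.0, preincubated 15 min at room temperature with compound. Reaction started with 40 uM arachidonic acid, 30 min at room temperature. Hydroperoxide measured by Fe-xylenol orange, 573/405 nm absorbance ratio.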
# RGS4 inhibitor: human RGS4 inhibition; P49798; Transcreener GDP fluorescence polarization, RGS4-accelerated GTP hydrolysis; Potency, µM (series often up to 114 µM), for the others: top-dose activity change, negative = inhibition, usual class: inhibitors; 0.039% of 390,000 active; also: potency is read from the fitted curve at half-maximal effect; % is scaled to controls: 0 for no effect and ±100 for the full control effect; nearly all actives have a fitted effect of over 75% in size; some results filed as inactive show a strong effect at the top dose
#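 MLSMR compounds (23 nl, pin-transferred) preincubated 10 min at room temperature with a 500nM (2x) first reagent, then RGS4 at 900nM (2x) plus Transcreener GDP mix added; fluorescence polarization (620/688 nm) read before and after 90 min at 30 °C.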
# ERG Ets-DNA blk: inhibitors of human ERG Ets domain-DNA interaction; 0.028% of 370,000 active; fluorescence polarization, His-ERG Ets domain / labelled DNA; AID 624246; Potency, µM (doses to about 76.9 µM), for inactives: at the highest dose FP activity, negative = inhibition, hits mostly inhibitors; active = well fitted inhibition curve with a large enough effect in the polarisation, with a control signal flat; inconclusive = small, poorly fitted or top-dose-only effect, or effect the other way, or a change in a side signal; inactive = no such curve, though single readings can be large or run the other way; the % refers to the polarisation;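 also: polarization taken with two DNA probes labelled with fluorescein and Texas red; potency is read from the fitted curve at half-maximal effect; % of control where 0% means no effect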
#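 His-tagged ERG Ets domain (1 uM in the protein solution; 300mM KCl, 50mM Tris-HCl, 1mM EDTA, 1mM DTT, pH 7.5) received compound, then a probe mix of 5 nM fluorescein-DNA and 100nM Texas-615-DNA. Fluorescence polarization was read for both dyes.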
# POLH inh: DNA polymerase eta (human) inhibition. recombinant Pol eta, fluorescent DNA replication assay. Potency, µM (top dose mostly 114 µM), for inactives: top-dose activity change, negative = inhibition, actives largely listed as inhibitors. 1.2% of 390,000 active. AID 588591; also: potency is read from the fitted curve at half-maximal effect; % is scaled to controls: 0 for no effect and ±100 for the full control effect
#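 Pol eta at 10 nM preincubated with compounds 15 min at room temperature; reaction started with fluorescent substrate (50 nM final) and read kinetically at 0 and 10 min.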
# The depositor's hits bear a star; ? = inconclusive; nt = not tested or not shown; & = joins results of further samples; [ ] = dose if it differs, or a comment. Unless noted, calls follow the shape of the dose curve; as a rule, active = well fitted curve in the direction sought with a large enough effect; inconclusive = small, poorly fitted or top-dose-only effect, or another doubt; inactive = no such curve, though single readings can be large; an effect the other way counts as inactive or inconclusive.
compound	APEX1 inh	Apoferritin bind	POLB inh	POLK inh	LDHA inh	ALOX12 inh	RGS4 inhibitor	ERG Ets-DNA blk	POLH inh
CCCn1c(SCC(=O)Nc2sc(C)c(C)c2C(=O)OCC)nc2c1c(=O)n(C)c(=O)n2C	12%	-12%	17%	-22%	0	0%	-2%	-3%	-15%
COc1cccc(NC(=S)C(C#N)=C2N(C)c3ccccc3N2C)c1	-5%	-9%	27%	-9%	-7	0%	-1%	0%	0%
Cc1ccc(C)c(CN2C(=O)c3ccccc3S(=O)(=O)c3ccc(C(=O)NCCc4ccc(Cl)cc4)cc32)c1	nt	47%[activator]	10%	-17%	4	-7%	22%	5%	nt
CC(CCc1ccccc1)NC(=O)COC(=O)c1ccc(NC(=O)CC#N)cc1 (stereo not given)	23%	-7%	3%	2%	-1	0%	-33%	15%	-11%
Cc1ccc(NC(=O)CCNC(=O)c2ccco2)cc1F	-5%	-2%	24%	1%	-8	-17%	-1%	-1%	5%
NC(=S)N=Nc1c(O)n(CCCl)c2ccc(Br)cc12	-5%	-8%	-7%	-13%	-5	-1%	-3%	-3%	4%
COc1ccc(C)cc1NC(=O)COC(=O)c1ccccc1SCC(=O)N1CCCC1	22%	nt	nt	-7%	-5	-7%	-33%	-27%	-10%
Cc1nn(CCOc2ccccc2Cl)c(C)c1[N+](=O)[O-]	41%	-5%	12%	2%	-12	23%	-18%	16%	2%
COCC1CCN(Cc2cn(Cc3ccccc3)nc2-c2cc3ccccc3o2)CC1	0%	?	0%	6%	-2	2%	23%	1%	-5%
Cc1c(C(=O)NCc2ccc(F)cc2)c(-c2ccccc2)nn1-c1ccccc1	4%	-3%	-1%	-6%	-2	-6%	-1%[11.4 µM]	-2%	-6%
COc1ccc(CN2C(=O)CC(C(=O)NCCc3ccc(S(N)(=O)=O)cc3)SC2=Nc2ccccc2)cc1 (stereo not given)	-3%	59%[activator]	3%	-3%	-7	-14%	-2%	-8%	-22%
O=C(O)c1ccc(NC(=O)c2ccc(COc3ccc(Cl)cc3)o2)cc1	25%	-3%	3%	6%	-4	0%	-32%	1%	-1%
CC(C)[C@@H]1NC(=O)c2cc([N+](=O)[O-])cc(I)c2NCCC[C@@H](C(=O)NC(CC(=O)O)C(N)=O)NC(=O)[C@H](CO)NC1=O (stereo not given in full)	-5%	3%	-15%	5%	-2	6%	-11%	1%	5%
COc1ccc(Cc2nnc(NC(=O)C3CC(=O)N(c4ccccc4)C3)s2)cc1OC (stereo not given)	66%	-6%	-18%	-17%	0	19%	21%	-2%	-1%
CC(C)CCN(C(=O)C1CCCC1)c1c(N)n(Cc2ccccc2)c(=O)[nH]c1=O	-1%	nt	nt	-6%	-14	192%[activator]	41%	0%	-3%
CC(Oc1ccc2c(c1)oc(=O)c1ccccc12)C(=O)NC(Cc1c[nH]c2ccc(O)cc12)C(=O)O (stereo not given)	-27%	-8%	?	-7%	11	-8%	-13%	-1%	?
CCOC(=O)C1=C(c2ccccc2)Nc2ncnn2C1c1ccc(C(=O)O)cc1 (stereo not given)	19%	1%	-17%	-13%	-1	1%	7%	-17%	-1%
O=C(COC(=O)c1cccs1)Nc1ccccc1	-7%	-20%	12%	2%	3	-7%[57.4 µM]	-1%	13%	-11%
CC(C(=O)c1ccccc1)C(O)c1ccccn1 (stereo not given)	nt	nt	nt	7%	3	-5%	-25%	4%	-17%
CCN(CC)CCN(C(=O)c1ccc2c(c1)CCCC2)c1nc2cc(OC)c(OC)cc2s1	25%	-11%	-2%	-3%	2	nt	7%	-2%	-21%
Cc1ccc(-c2nn(-c3ccccc3)cc2CO)cc1	34%	5%	-18%	-6%	0	230%[activator]	-8%	-4%	-21%
NC(=O)NC(=O)c1nccnc1C(=O)O	11%	8%	16%	-2%	-10	-14%	13%	-11%	-12%
COc1ccc(-c2c(C)oc3c(CN4CCN(CCO)CC4)c(O)ccc3c2=O)cc1OC	0%	1%	32%	-4%	-4	3%	-5%	7%	6%
Cc1ccc(C(=O)OCC(=O)NCCNC(=O)COC(=O)c2ccc(C)s2)s1	27%	nt	nt	4%	-5	-12%	-2%	-1%	-11%
CCCCCc1c(C)nc(Nc2nc(C)c3cc(OC)ccc3n2)[nH]c1=O	-8%	-17%	-3%	1%	-8&8	-7%&29%	-2%	5%	-14%
CC(C)CCNC(=O)CSc1nc2ccsc2c(=O)n1NC(=O)c1ccccc1	18%	-9%	24%	3%	-1	-21%	1%	-4%	-9%
CCOC(=O)c1c(C)[nH]c(C)c1S(=O)(=O)NCCc1ccc(SC)cc1	-22%	-5%	-20%	-17%	2	-24%	-16%	1%	-16%
CCC(CC)C(=O)Nc1ccc(OCc2cc(=O)n3ccc(C)cc3n2)cc1	nt	-1%	1%	2%[60.1 µM]	-1	-20%	-10%	-3%	-15%
Cc1[nH]c2ccccc2c1/C=N/NC(=O)c1cccs1	-4%	-8%	?	-12%	-3	1%	-16%[56.9 µM]	1%	?
CCCCc1nn2c(=O)cc(COC(=O)c3cccc(NC(=O)c4cccs4)c3)nc2s1	nt	-4%	-11%	-11%[60.1 µM]	-7	-19%	4%	-3%	-11%
N#CC1=C(N)Oc2cc(O)ccc2C1c1cccs1 (stereo not given)	-5%	-18%	25%	-13%	-3	?	7%	-1%	-25%
COCCNCCCCOc1ccc(Br)cc1C	16%	-8%	42%	-12%	-16	?	15%	-5%	-9%
O=C(Nc1ccc(Cl)cc1)/C(=C/c1cccc(O)c1)c1nc2ccccc2s1	-8%	-19%	-1%	-6%	-12	?	1%	5%	-4%
COc1cccc(Cn2c(CNC(=O)CCc3ccccc3)nc3cccnc32)c1	nt	-8%	0%	-10%[60.1 µM]	-1	-5%	-13%	-6%	-14%
Cc1ccc(CCN2CC(C(=O)N3CCN(c4ccc(F)cc4)CC3)CC2=O)cc1 (stereo not given)	13%	-8%	25%	-5%	-1	-7%	10%	-2%	-4%
COc1ccc(OC)c(C2CC(=O)c3c([nH]c(C(=O)OC(C)C)c3C)C2)c1 (stereo not given)	9%	-13%	62%	14%	1	173%[activator]	-13%	-9%	-5%
O=C(NC1CCCCCC1)C1CCN(S(=O)(=O)c2ccc(F)cc2)CC1	1%	-11%	58%	-6%	-9	12%	14%	nt	1%
COc1cccc(-n2c(-c3cccc(F)c3)nc3c(cnn3-c3ccc(C)cc3)c2=O)c1	nt	?	15%	-8%	-6	-9%	8%	?	-14%
COc1ccc([N+](=O)[O-])cc1NC(=O)c1ccc(CN(c2ccccc2)S(C)(=O)=O)cc1	6%	-5%	47%	-6%	0	-14%	15%	3%	-24%
CN(Cc1ccc(F)cc1)C(=O)c1cccc(NS(=O)(=O)c2ccccc2)c1	15%	?	28%	-5%	-1	0%	12%	-5%	-10%
CCOc1ccc(C(=O)OCC(=O)N2CCOCC2)cc1OCC	22%	-9%	18%	-8%	-3	18%	-3%	15%	-3%
O=C(N/N=C\c1ccncc1)c1ccc(Cl)s1	31%	-18%	-1%	10%	2	20%	8%	-1%	-15%
Cc1cc(C)nc(N(C#N)Cc2ccccc2C)n1	6%	-20%	0%	6%	0	-10%	1%	0%	-8%
COc1ccc(NC(=O)c2sc3nc(N4CCCC4)c4c(c3c2N)CC(C)(C)OC4)cc1	-20%	42%[activator]	-5%	-6%	-18	?	1%	0%	-23%
CCc1ccc(S(=O)(=O)N2CC(=O)Nc3ccccc32)cc1	2%	-14%	8%	-21%	2	-48%[57.4 µM]	22%	-9%	-5%
Cc1cc(C)c(C#N)c(SCS(=O)Cc2ccccc2)n1 (stereo not given)	-5%	?	6%	-9%	-13	7%	16%	nt	-1%
CCc1nc(Nc2cccc(OC)c2)c2oc3ccccc3c2n1	-21%	4%	0%	3%	-1	?	-8%	13%	-21%
Cc1ccc(O)c(N=Cc2sc3ccccc3c2Cl)c1	17%	?	32%	-9%	7	-25%	-3%	1%	-19%
COc1cnc(NS(=O)(=O)c2ccc(N)cc2)nc1	2%	4%	-11%	-16%	-6	?	-9%	6%	-3%
O=C(CN1C(=O)c2ccccc2C1=O)NCC(=O)OCC(=O)c1ccc(Cl)cc1	-4%	-12%	21%	-10%	-5	-8%	6%	5%	-2%
CCn1c(C2CC(=O)N(c3cc(C)cc(C)c3)C2)nc2ccccc21 (stereo not given)	0%	-3%	-1%	-20%	-11	8%	-6%	-5%	-18%
CCOC(=O)c1nc2nc(C)cc(=O)n2[nH]1	-2%	-8%	1%	-12%	0	?	6%	3%	-6%
CCn1cc(C2=NCC(C)O2)c2ccccc21 (stereo not given)	0%	0%	4%	-9%	-9	-18%	13%	-9%	-11%
O=C(CCn1nc(-c2ccccc2)ccc1=O)N1CCN(c2ccccc2)CC1	-6%	-6%	20%	0%	-7	-3%	17%	-6%	-2%
Cc1c(/C(O)=C2\C(=O)C(=O)N(CCN(C)C)C2c2cccs2)cnn1-c1ccccc1 (stereo not given)	?	?	2%	-17%	-2	?	-2%[11.4 µM]	5%	-10%

# A portion of the library (hit frequency here may not be typical).
